Assay outcomes: PubChem, National Center for Advancing Translational Sciences (NCATS)
TDP1 cell CPT: qHTS for Inhibitors of human tyrosyl-DNA phosphodiesterase 1 (TDP1): qHTS in cells in presence of CPT | chicken DT40 Tdp1-/-;hTDP1 cells + 20 nM CPT, ATP luminescence, 48 h | Potency, µM (series often up to 46.2 µM), for inactives: at the highest dose activity change, negative = growth inhibition, usual class: inhibitors | actives 12% (n = 420,000) | AID 686979, 2013; note: nearly all actives have a fitted effect of over 55% in size
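Cell growth measured by CellTiter-Glo luminescence after a minimum 48 h, 37 C compound exposure with 20 nM CPT in Tdp1-knockout DT40 cells stably expressing hTDP1, seeded 400/well; qHTS titration format.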
FEN1 inh: qHTS Assay for the Inhibitors of Human Flap endonuclease 1 (FEN1); Potency, µM (highest dose often 114 µM), for the others: at the highest dose activity change, negative = inhibition, most hits filed as inhibitors; Recombinant FEN1 flap cleavage, fluorescence, 15 min; AID 588795, 2011; actives 0.35% (n = 390,000); note: nearly all actives have a fitted effect of over 65% in size
Target sequence (P39748 whole entry, looked up): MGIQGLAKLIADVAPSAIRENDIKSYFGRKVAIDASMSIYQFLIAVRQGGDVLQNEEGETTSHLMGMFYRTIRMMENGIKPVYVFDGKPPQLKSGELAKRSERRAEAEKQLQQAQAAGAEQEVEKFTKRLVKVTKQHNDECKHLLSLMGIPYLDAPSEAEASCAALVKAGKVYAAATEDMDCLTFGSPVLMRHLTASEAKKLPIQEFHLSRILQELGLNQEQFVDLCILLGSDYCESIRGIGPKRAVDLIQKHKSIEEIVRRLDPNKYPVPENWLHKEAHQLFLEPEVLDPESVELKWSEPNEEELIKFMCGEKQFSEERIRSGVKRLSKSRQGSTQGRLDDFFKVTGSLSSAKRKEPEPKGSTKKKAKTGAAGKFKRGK
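Enzyme 10 nM, 15 min RT preincubation with compound; start with substrate 50 nM final; reads at 0 and 15 min; qHTS titration, four-parameter Hill fit.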
N370S GC: qHTS Assay for Inhibitors and Activators of N370S glucocerebrosidase as a Potential Chaperone Treatment of Gaucher Disease; Potency, µM (series often up to 59.4 µM), for inactives: at the top dose activity change, negative = inhibition, hits mostly inhibitors; N370S GC spleen homogenate, 4MU-glucoside fluorescence; Lysosomal acid glucosylceramidase (Homo sapiens), P04062; actives 0.092% (n = 330,000); AID 2101, 2009;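 note: 0% = full enzyme activity and -100% = no enzyme basal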
* marks the source's active call; other numbers are inactive results; ? = inconclusive; / = no result given; & = joins results of further samples; [ ] = dose if it differs, or a comment. Calls come from the whole dose curve; as a rule, active = well fitted curve in the direction sought with a large enough effect; inconclusive = small, poorly fitted or top-dose-only effect, or another doubt; inactive = no such curve, though single readings can be large; an effect the other way counts as inactive or inconclusive. Unless noted, % is set by controls: 0 for no effect and ±100 for the full control effect; potency is the fitted concentration of half-maximal effect. The list is partial; rates above refer to the full screens.

compound	FEN1 inh	TDP1 cell CPT	N370S GC
O=c1cc(N2CCc3ccccc32)[nH]c(=O)n1-c1ccccc1Cl	-4%	-28%	-6%
COC(=O)CSc1ncnc2c1sc1nc(N3CCOCC3)c3c(c12)CCCC3	-8%	-5%	0%
CCN(C(=O)Cc1c(C(=O)O)n(C)c2ccccc12)c1cc(OC)ccc1OC	0%	7%	-14%
O=S1(=O)C=C(N2CCOCC2)c2ccccc21	4%	?	-1%
O=C(Cn1cc(S(=O)(=O)N2CCCC2)c(S(=O)(=O)N2CCCC2)c1)Nc1ccc(F)cc1	4%	-1%	/
O=C1NC2=C(C(=O)CCC2)C(c2cccc([N+](=O)[O-])c2)N1 (configuration not stated)	2%	9%	-2%
OC(c1cc(-c2ccc(Cl)cc2)nc2ccccc12)C1CCCCN1 (configuration not stated)	-22%	23µM*	?
CSc1cccc(NC(=O)CN(c2cccc(C)c2)S(C)(=O)=O)c1	-15%	18µM*	-21%
CCn1c(SCC(=O)Nc2ccc3c(c2)OCCO3)nnc1-c1ccncc1	-4%	4%	-11%
COc1ccc(-n2c(=O)c3sc4ccccc4c3n(Cc3ccccc3)c2=O)cc1	1%	?	/
O=c1c(/C=N/Nc2ccccc2)c(Sc2nnnn2-c2ccccc2)nc2ccccn12	-11%	-16%	20%
Cc1occc(=O)c1OCc1ccc(F)cc1	-10%	13%	-2%

Additional results
compound	FEN1 inh	TDP1 cell CPT	N370S GC
CN(CCOc1ccccc1)C(=O)c1ccc(OC2CCN(C(=O)C3CC3)CC2)cc1	-11%	?	-8%
FC(F)(F)c1ccc(/C=N/n2c(C3CCCCC3)n[nH]c2=S)cc1	0%	?	0%
CN(C)c1ccc(CN(CC2CCCO2)C(=O)c2cccs2)cc1 (configuration not stated)	-5%	?	-2%
Cc1csc(NC(=O)C2CCN(C(=O)CSc3nnc(C)n3Cc3ccccc3)CC2)n1	6%	-10%	1%
O=C(OCC(=O)N1CCc2ccccc21)c1cccnc1	-2%	2%	-2%
Cc1ccc(S(=O)(=O)NC(Cc2ccc(Cl)cc2)C(=O)O)cc1 (configuration not stated)	1%	-8%	0%
COc1ccccc1N=C1SCC(=O)N1c1ccccc1OC	1%	-28%	-10%
COc1ccccc1N(CC(=O)Nc1c(C)n(C)n(-c2ccccc2)c1=O)S(=O)(=O)c1ccccc1	-7%	-2%	/
CC(=O)N1CCc2c(sc(NC(=O)Cc3ccccc3)c2C#N)C1	4%	-6%	0%
CN(CC(=O)Nc1ccc(N2CCOCC2)cc1)C(=O)CCCOc1ccc(Cl)cc1Cl	-4%	9.2µM*	-24%
O=C(Nc1ccc(OC(F)(F)F)cc1)Nc1cccc([N+](=O)[O-])c1	-21%	2.9µM*	5%
CC(=O)C1(C)C(=O)N(c2ccc(F)cc2)C(=O)N1c1ccc(F)cc1 (configuration not stated)	-12%	12%	/

Later entries
compound	FEN1 inh	TDP1 cell CPT	N370S GC
Cc1ccc(S(=O)(=O)N2CCC(C(=O)NNC(=O)c3ccncc3)CC2)cc1	-12%	6%	14%
O=C(/C=C/c1ccc([N+](=O)[O-])cc1)c1ccccc(=O)c1O	-1%	2.6µM*	/
CCN(Cc1ccccc1)Cc1c(O)ccc2c(=O)c(-c3ccc(Cl)cc3)coc12	-3%	?	/
CCOC(=O)Cc1nnc(Nc2cccc(C)c2)c2ccccc12	2%	-26%	1%
COc1ccc(/C=N\NC(=O)c2ccc(Cn3cc(Br)c([N+](=O)[O-])n3)o2)c(OC)c1C	17%	?	-8%
COC(=O)c1ccc(NC(=O)C(=O)NCCc2sc3nc(-c4ccc(OC)cc4)nn3c2C)cc1	21%	7%	/
COc1ccc(S(=O)(=O)N2CCN(C)CC2c2ccccc2)cc1 (configuration not stated)	-4%	-2%	/
O=C(NN1CCN(Cc2ccccc2)CC1)c1ccc(Cl)cc1	-12%	2%	-6%
CCOc1ccc(NC(=O)CN(C)C(=O)CN2C(=O)C3CCCCC3C2=O)cc1OCC (configuration not stated)	-2%	-20%	/
CCC(=O)c1ccc(OCC(O)CNCc2ccc(F)cc2)cc1 (configuration not stated)	4%	-10%	-5%
COc1ccccc1OCCNC(=O)C1CCN(C(C)=O)CC1	-6%	8%	2%
CCCCN(CC)CCCNC(=O)C1CCN(c2ncnc3c2sc2cccc(F)c23)CC1	?	18µM*	-5%

Going on with the list.
compound	FEN1 inh	TDP1 cell CPT	N370S GC
O=C(C1=C(O)C(=O)N(CCc2ccccc2)C1c1cccnc1)c1ccco1 (configuration not stated)	-2%	-4%	7%
Cc1ccc(C(=O)Nc2nc(-c3ccccc3)c(-c3ccccc3)o2)cc1	9%	21µM*	6%
Cc1ccc(NC(=O)Cc2coc3c(C)c(C)ccc23)cc1Cl	-1%	-26%	/
O=C(CN1CCN(Cc2ccccc2Cl)CC1)N/N=C/c1cccs1	-3%	16%	15%
O=C1CSC(c2ccccn2)N1c1ccccc1 (configuration not stated)	16%	-5%	8%
COCCNC(=S)N1CCN(c2nc(-c3ccc(Cl)cc3)cs2)CC1	-13%	-8%	-17%
CCCN(CCC)S(=O)(=O)c1ccc(NC(=O)c2cc(C(=O)OC)cc([N+](=O)[O-])c2)cc1	-2%	23µM*	-5%
Cc1cccc(NC(=O)CSc2nc3c(c(=O)[nH]2)CCCC3)c1C	-17%	-21%	-3%
Cc1ccc(C(=O)N(CC(=O)NC2CCCC2)c2ccccc2Cl)s1	4%	-9%	-2%
CC1=CC(c2ccc(Cl)cc2)n2nc(NC(=O)CCCC(=O)O)nc2N1 (configuration not stated)	10%	9%	?
COc1cccc(/C=C/c2nc3c(cnn3-c3ccccc3)c(=O)[nH]2)c1	-5%	?	9%
S=C(NCCCN1CCOCC1)Nc1ccc(Cl)c(Cl)c1	-7%	-1%	-10%

(next part)
compound	FEN1 inh	TDP1 cell CPT	N370S GC
CC[C@@]1(C(=O)OC)N[C@H](CN(C)C(=O)Nc2ccccc2)[C@@H]2C(=O)N(Cc3ccccc3)C(=O)[C@@H]21	1%	-4%	/
COc1ccc(C2CC(=O)c3cnn(-c4nc(C)cc(C)n4)c3C2)cc1OC (configuration not stated)	-3%	-19%	3%
Nc1cc(Cl)ccc1N1CCCCC1	-16%	?	0%
O=c1oc2ccccc2cc1-c1csc(NN=C2CCCCC2)n1	1%	?	-9%
O=C(CSc1nc(-c2ccccc2)cc(=O)[nH]1)NCc1ccc2c(c1)OCO2	4%	4%	-8%
CCCN(Cc1cccs1)C(=O)Nc1ccc(Br)c(C)c1	4%	?	/
CCOC(=O)c1sc(NC(=O)c2nc(SC)ncc2Cl)c(C(=O)OCC)c1C	22%	-13%	/
COc1ccc(C2NC(=O)NC(C)=C2C(=O)OCC2CCCCC2)cc1OC (configuration not stated)	8%	-27%	-4%
COc1ccc(-n2c(=O)c3sc4ccccc4c3n(CC(=O)NCc3ccccc3)c2=O)cc1	22%	?	/
COc1ccc(N2CC(C(=O)NCCc3ccc(OC)c(OC)c3)CC2=O)cc1 (configuration not stated)	34%[activator]	1%	2%
COc1ccc(S(=O)(=O)NCCc2nnc3ccc(SCC(=O)Nc4ccc(C(F)(F)F)cc4)nn23)cc1	3%	?	/
OC(CCN1CCCCC1)(c1ccccc1)C1CC2C=CC1C2 (configuration not stated)	31%[activator][57.1 µM]	?	/

Additional records.
compound	FEN1 inh	TDP1 cell CPT	N370S GC
Cc1ccc(OCc2nnc(SCC(=O)NC3CCCCC3)n2C)cc1	0%	-24%	-2%
Cc1cc2c(SCC(=O)NCC3CCCO3)ncnc2s1 (configuration not stated)	1%	-2%	0%
C=CCSc1nc2c(c(=O)[nH]1)C(C(C)C)C(C#N)=C(N)O2 (configuration not stated)	-1%	-15%	5%
Clc1ccc(-c2nnc(-c3ccccc3)o2)cn1	5%	3%	-8%
CCCc1nc(NCc2ccco2)c(C#N)c2c1COC(C)(C)C2	2%	-25%	-5%
Cc1c(Cl)cccc1NC(=O)Cn1nnc(C(=O)NCc2cccs2)c1N	3%	5.2µM*	-1%
CCOc1ccc(-n2c(SCC(=O)N3CCCCC3)nc3c([nH]c4ccccc43)c2=O)cc1	-5%	-30%	/
O=C(CCCc1nc2ccccc2s1)N1CCN(c2ccccc2F)CC1	-6%	?	-2%
COc1ccc2c(c1)c(C(C)=O)c(C)n2CCc1ccccc1	?	?	13%
CC(=O)Nc1c2c(nn1-c1ccc(C)cc1)CSC2	18%	-8%	1%
COC(=O)c1c(NC(=O)Cc2ccccc2)sc2c1CC(C)(C)NC2(C)C	14%	?	-10%
Cc1ccc(S(=O)(=O)/N=C(/Nc2nc(C)cc(C)n2)N2CCOCC2)cc1	-20%	-8%	1%

Following part:
compound	FEN1 inh	TDP1 cell CPT	N370S GC
COc1ccc(-c2ccc(-c3noc(C(C)C)n3)c(OC)n2)cc1	2%	?	-6%
O=C(NCCCCNC(=O)c1cccnc1)c1cccnc1	-6%	-1%	-10%
COc1ccccc1NS(=O)(=O)c1ccc(C(=O)N2CCN(c3ccccn3)CC2)cc1	-8%	23µM*	/
COc1cccc(N(CC(=O)NCC2CCCO2)C(=O)CCC(=O)Nc2nccs2)c1 (configuration not stated)	5%	5%	1%
CCOP(=O)(OCC)C(NC(=O)c1ccc(OC)cc1)c1ccccc1 (configuration not stated)	3%	-2%	-4%
N#C/C(=C\c1ccc(O)c(Br)c1)C(=O)N1CCCCC1	-2%	10%	-1%
COc1ccc(-n2c(=O)c3c4c(sc3n(CC(=O)Nc3cc(C)[nH]n3)c2=O)CCCC4)c(OC)c1	-7%	7%	-2%
CCN=c1scc(-c2ccc3c(c2)NC(=O)CO3)n1N=C1CCCC1	-6%&-1%	?	-2%
O=C(NC1CCN(Cc2ccccc2)CC1)c1ccccc1OCc1ccccc1	-22%	?	-9%
COc1ccccc1NC(=O)c1ccc(-n2cccn2)c([N+](=O)[O-])c1	-13%	?	0%
C=CC[C@@H]1/C=C(\C)C[C@H](C)C[C@H](OC)[C@H]2O[C@@](O)(C(=O)C(=O)N3CCCC[C@H]3C(=O)O[C@H](/C(C)=C/[C@@H]3CC[C@@H](O)[C@H](OC)C3)[C@H](C)[C@@H](O)CC1=O)[C@H](C)C[C@@H]2OC	/	3.3µM*	-11%&-7%
CCCN1CCN(CCCNC(=O)c2ccc3c(=O)n(CCc4ccccc4)c(=O)[nH]c3c2)CC1	12%	?	27%

Following part
compound	FEN1 inh	TDP1 cell CPT	N370S GC
CCN1CCN(c2cc(C)c3cc(NC(=S)NCCN(C)C)ccc3n2)CC1	-8%	?	-6%
C=CCOc1cccc(CNCc2ccncc2)c1	2%	-22%	-2%
COc1ccc(CCNC(=O)C2CC(=O)N(CCc3ccccc3)C2)cc1OC (configuration not stated)	22%&59%	-11%&-20%	5%
CN(C)CCNC(=O)C(=O)NCC(c1cccnc1)N1CCN(c2ccccc2)CC1 (configuration not stated)	-10%	7%	/
COc1ccccc1N1CC(C(=O)Nc2ccc(C)c(S(=O)(=O)N3CCOCC3)c2)CC1=O (configuration not stated)	-4%	5%	/
COc1ccc(S(=O)(=O)N2CCCCC2)cc1NC(=O)c1cccc(S(=O)(=O)N2CC(C)OC(C)C2)c1 (configuration not stated)	-5%	-14%	/
CCc1cc2ccc(C)c(C)c2nc1SCC(=O)Nc1cc(C)on1	1%	4%	-4%
OC1CCC(NC(=S)Nc2ccc(SC(F)F)cc2)CC1 (configuration not stated)	9%	?	-16%
CC[C@@H]1[C@H]2CCCC(=O)N3CC[C@@H](C[C@@H]1Nc1ccccc1)[C@@H]23	5%&5%	?	-2%
CC(C)=CCC/C(C)=C/CNC(=O)C[C@H]1C[C@H](C(=O)N2CCOCC2)[C@@]2(C)c3[nH]c4cc(CCC(=O)N(C)C)ccc4c3CCN2C1=O	-22%	23µM*	/

Another view of some results above:
> CCN1CCN(c2cc(C)c3cc(NC(=S)NCCN(C)C)ccc3n2)CC1
- FEN1 inh: -8%
- TDP1 cell CPT: ?
- N370S GC: -6%

> C=CCOc1cccc(CNCc2ccncc2)c1
- FEN1 inh: 2%
- TDP1 cell CPT: -22%
- N370S GC: -2%

> COc1ccc(CCNC(=O)C2CC(=O)N(CCc3ccccc3)C2)cc1OC (configuration not stated)
- FEN1 inh: 22%&59%
- TDP1 cell CPT: -11%&-20%
- N370S GC: 5%

> CN(C)CCNC(=O)C(=O)NCC(c1cccnc1)N1CCN(c2ccccc2)CC1 (configuration not stated)
- FEN1 inh: -10%
- TDP1 cell CPT: 7%
- N370S GC: /
